Dengue-2 NS5 capping – Dengue-2 NS5 methyltransferase inhibitors, primary screen, biochemical, confirmation dose response (AID 588689) | inhibition, % at 25 µM, or IC50 in µM where a hit was titrated | 340,000 tested, 0.3% active | Genome polyprotein (Dengue virus type 2 (strain 16681-PDK53)) | Dengue-2 NS5 methyltransferase capping enzyme assay, biochemical; higher % means a stronger effect; in the data active = a potency from the dose series; inconclusive = inhibition above about 29% without an active follow-up result
GPR55 beta-arrestin – GPR55 agonists via beta-arrestin recruitment, primary screen, imaging, U2OS cells, beta-arrestin-GFP redistribution (AID 1961); G-protein coupled receptor 55 (Homo sapiens); U2OS GPR55 beta-arrestin-GFP redistribution imaging; higher % means a stronger effect; activation, % at 10 µM; hits with a dose series show EC50 in µM; 290,000 tested, 0.048% active;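 active = activation above 40% with more than 50 cells counted in the well; inconclusive = wells holding fewer than 50 cells, flagged as toxic or sparse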;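 note: U2OS osteosarcoma cells stably expressing GPR55 and beta-arrestin-GFP; plate controls were DMSO negative control for no effect and LPI positive control for full effect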
GPR35 antagonists – GPR35 antagonists blocking zaprinast-driven arrestin recruitment, primary screen, imaging, U2OS, beta-arrestin-GFP, zaprinast agonist (AID 2058). U2OS GPR35 beta-arrestin-GFP translocation imaging, zaprinast antagonism; higher % means a stronger effect. 290,000 tested, 0.052% active. one-dose inhibition, % at 10 µM; IC50 in µM for titrated hits. G-protein coupled receptor 35 (Homo sapiens);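 active = inhibition of at least 50% with at least 30 cells and total cytoplasm GFP at most 10,000,000; inconclusive = under 30 cells or total GFP of 10,000,000 plus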
HIV fusion peptide – inhibitors of HIV fusion peptide binding, primary screen, biochemical, uHTS, fluorescence dequenching (AID 1986); inhibition, % at 20 µM; hits with a dose series show IC50 in µM; 290,000 tested, 0.3% active; cell-free peptide binding, fluorescence dequenching, 30 min; higher % means a stronger effect; in the data active = inhibition mostly above about 52%, no sharp cut-off; inactive = mostly below about 76%; note: some results filed as inactive read as strong as hits
SIAH1 antagonists – Siah-1 peptide-binding antagonists, primary screen, biochemical, fluorescence polarization, rhodamine-plectin, uHTS (AID 1817) | Siah-1 / rhodamine-plectin peptide fluorescence polarization; higher % means a stronger effect | 290,000 tested, 0.02% active | E3 ubiquitin-protein ligase SIAH1 (Homo sapiens) | one-dose displacement, % at 20 µM; IC50 in µM for titrated hits;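 active = displacement of at least 50% at 20 µM, with a fluorescence ratio check between 0.3 and a set limit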;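 note: plate controls were Siah plus tracer with DMSO for no effect and tracer alone without Siah for full effect; strong numbers were not always called active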
AID2073 – inhibitors of Mint1-CaV2.2 protein interaction, biochemical, HTRF (AID 2073) | one-dose inhibition, % at 20 µM; IC50 in µM for titrated hits | HTRF protein-protein interaction, Mint1-CaV2.2; higher % means a stronger effect | 290,000 tested, 0.19% active; in the data active = inhibition mostly above about 51%, no sharp cut-off; inconclusive = no clear call, values can overlap the other calls; inactive = mostly below about 53%; note: some results filed as inactive read as strong as hits
UTI89 phage lysis – inhibition of K1F phage lysis, E. coli UTI89, bacterial capsule biogenesis inhibitors, alamar blue (AID 488966); E. coli UTI89 K1F phage lysis, alamar blue, 2 h; higher % means a stronger effect; inhibition, % at 100 µM; hits with a dose series show IC50 in µM; 340,000 tested, 0.02% active;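 active = phage lysis inhibition, versus mean bacterial control, above a set limit; inconclusive = no clear call, values can overlap the other calls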;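 note: capsule biogenesis inhibitors block K1F phage lysis so surviving cells raise fluorescence; higher fluorescence means more inhibition of phage lysis; actives were called in the ten point dose series up to 300 µM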
NTR1 ag – agonists of NTR1, primary screen, imaging, U2OS cells, beta-arrestin-GFP, high content (AID 493036). 330,000 tested, 0.17% active. Neurotensin receptor type 1 (Homo sapiens), P30989. NTR1-U2OS beta-arrestin-GFP spot imaging, agonist mode. activation, % at 20 µM;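 active = activation at or above 40% of the spot to cytoplasm intensity ratio, with at least 20 cells analyzed; inconclusive = wells under 20 cells, flagged as cytotoxic or low count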;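 note: 0% = DMSO without peptide and 100% = 100 nM NTR1 peptide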
Target sequence (P30989 whole entry, looked up): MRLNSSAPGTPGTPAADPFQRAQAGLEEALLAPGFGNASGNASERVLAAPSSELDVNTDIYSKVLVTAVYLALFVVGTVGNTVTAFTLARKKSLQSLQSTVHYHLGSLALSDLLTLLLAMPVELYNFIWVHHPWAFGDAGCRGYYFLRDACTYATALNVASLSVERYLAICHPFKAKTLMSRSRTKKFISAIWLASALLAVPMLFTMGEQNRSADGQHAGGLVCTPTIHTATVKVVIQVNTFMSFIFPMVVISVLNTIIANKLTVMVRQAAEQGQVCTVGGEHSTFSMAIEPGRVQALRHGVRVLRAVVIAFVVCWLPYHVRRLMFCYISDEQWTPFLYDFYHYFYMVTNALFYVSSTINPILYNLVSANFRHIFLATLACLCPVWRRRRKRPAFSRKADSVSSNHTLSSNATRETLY
GPR55 antagonists – GPR55 antagonists blocking LPI-driven arrestin recruitment, primary screen, imaging, U2OS, beta-arrestin-GFP, LPI agonist (AID 2013); G-protein coupled receptor 55 (Homo sapiens); U2OS GPR55 beta-arrestin-GFP translocation imaging, LPI antagonism; higher % means a stronger effect; one-dose inhibition, % at 10 µM; IC50 in µM for titrated hits; 290,000 tested, 0.13% active;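 active = spots per cell inhibited over 60%, with over 100 cells counted and total cytoplasm intensity under 500,000; inconclusive = wells with under 100 cells, flagged as likely toxic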;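 note: U2OS cells stably carrying GPR55 and arrestin-GFP stimulated by 5 µM LPI near EC80; imaged beta-arrestin-GFP aggregate spots per cell after agonist stimulation; plate controls were LPI-stimulated DMSO wells for no effect and DMSO wells without LPI for full effect; some results filed as inactive read as strong as hits; confirmed hits need IC50 under 10 µM and bright autofluorescent wells are also inconclusive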
NTR1 ag cell count 20 µM – further read-out of NTR1 ag, marked with its call; cell count; measured here: cell count, cytotoxicity flag
Starred values were filed as active, the others as inactive; ? = inconclusive; · = not tested or not shown; [ ] = remark or other dose.

no.	SMILES	Dengue-2 NS5 capping	GPR55 beta-arrestin	GPR35 antagonists	HIV fusion peptide	SIAH1 antagonists
1	COc1ccc(Cc2nc3c4c(ncn3n2)Oc2c(ccc3ccccc23)C4c2ccc(OC)c(OC)c2)cc1 (configuration not stated)	-1%	-0.3%	-1%	-1.2%	-4%
2	COc1ccc(N(C(=O)CCl)C(C)(C(=O)Nc2c(C)cccc2C)c2ccccn2)cc1 (configuration not stated)	4%	-0.2%	-9%	61%	0%
3	CCCN1C(=O)/C(=C/c2c(N3CCNC(=O)C3CC(=O)OC)nc3c(C)cccn3c2=O)SC1=S (configuration not stated)	·	0.2%	12%	148%	16%
4	COc1cccc(C(=O)Nc2cc(=O)n(C)c(=O)n2C)c1	-2%	-0.1%	-14%	-0.9%	-5%
5	CCC(C)[C@H](NC(=O)NCc1cccs1)C(=O)OC (some centres not stated)	-1%	-0.1%	10%	-2.6%	4%
6	CCC(=O)Nc1cc2c(cc1C(=O)c1ccccc1)OCCO2	-5%	-0.1%	-4%	0.8%	-2%
7	Cc1nn(Cc2ccc(C(=O)N3CCOCC3)o2)c(C)c1Br	-4%	-0.2%	8%	5.6%	3%
8	Cc1cc(C(=O)NCCCN2CCOCC2)n(-c2ccccc2)n1	1%	0.4%	14%	3.2%	2%

no.	AID2073	UTI89 phage lysis	NTR1 ag	NTR1 ag cell count 20 µM	GPR55 antagonists
1	0%	0.0%	3.3	41	8%
2	7%	2.1%[50 µM]	-2.8	58	2%
3	36%	·	·	·	46%
4	-2%	0.7%	-1.3	42	0%
5	-12%	2.3%	0.5	54	7%
6	-7%	0.2%	1.2	64	·
7	?	4.1%	-1.3	74	5%
8	4%	-1.1%	4.9	61	5%

Arranged by molecular weight (low to high): part of the list above
no.	SMILES	Dengue-2 NS5 capping	GPR55 beta-arrestin	GPR35 antagonists	HIV fusion peptide	SIAH1 antagonists
5	CCC(C)[C@H](NC(=O)NCc1cccs1)C(=O)OC (some centres not stated)	-1%	-0.1%	10%	-2.6%	4%
6	CCC(=O)Nc1cc2c(cc1C(=O)c1ccccc1)OCCO2	-5%	-0.1%	-4%	0.8%	-2%
8	Cc1cc(C(=O)NCCCN2CCOCC2)n(-c2ccccc2)n1	1%	0.4%	14%	3.2%	2%
7	Cc1nn(Cc2ccc(C(=O)N3CCOCC3)o2)c(C)c1Br	-4%	-0.2%	8%	5.6%	3%

no.	AID2073	UTI89 phage lysis	NTR1 ag	NTR1 ag cell count 20 µM	GPR55 antagonists
5	-12%	2.3%	0.5	54	7%
6	-7%	0.2%	1.2	64	·
8	4%	-1.1%	4.9	61	5%
7	?	4.1%	-1.3	74	5%

Further compounds follow.
no.	SMILES	Dengue-2 NS5 capping	GPR55 beta-arrestin	GPR35 antagonists	HIV fusion peptide	SIAH1 antagonists
9	N#Cc1nc(-c2ccc(OCc3ccc(Cl)cc3)cc2)oc1NCc1cccnc1	3%	0.3%	0%	23%	0%
10	CNc1nc(SCC(=O)Nc2ccccc2)nc(N2CCOCC2)n1	-3%	0.0%	-6%	-2.6%	-1%
11	COc1cc(Cl)c(C)cc1NC(=O)Cn1c(NCCO)nc2ccccc21	-6%	0.0%	23%	-1.7%	-2%
12	CCCNC1=C(C)C(=O)CC1	-1%	-0.1%	-7%	0.0%	-2%
13	CC(C)(C)CN1CCNC(=O)C1CC(=O)N1CCN(c2ccccc2)CC1 (configuration not stated)	9%	0.2%	8%	0.1%	3%
14	Cc1cccc(NC(=O)c2cccc(OC(=S)N3CCOCC3)c2)c1	1%	0.3%	-4%	-0.1%	6%
15	O=C(c1cc(S(=O)(=O)N2CCCCC2)ccc1Cl)N1CCOCC1	-1%	-0.1%	1%	0.1%	0%
16	FC(F)(F)COc1ccc(-c2nnc(SCc3c(Cl)cccc3Cl)o2)cn1	-7%	0.2%	2%	-1.8%	-6%

no.	AID2073	UTI89 phage lysis	NTR1 ag	NTR1 ag cell count 20 µM	GPR55 antagonists
9	22%	-0.2%	4.1	51	7%
10	12%	-0.2%	-0.6	41	13%
11	-5%	0.1%	0.5	59	2%
12	7%	0.9%	-1.8	37	9%
13	12%	0.2%	5.5	63	7%
14	8%	0.2%	-0.9	54	9%
15	0%	0.2%	-0.8	41	7%
16	-12%	0.9%	0.6	47	-3%

The list continues.
no.	SMILES	Dengue-2 NS5 capping	GPR55 beta-arrestin	GPR35 antagonists	HIV fusion peptide	SIAH1 antagonists
17	CC(C)NC(=O)COC(=O)c1ccccc1CSC1=NCCS1	-2%	-0.2%	-7%	0.7%	0%
18	Cc1cc(N(CC(=O)NC2CC2)S(C)(=O)=O)ccc1Br	-1%	-0.3%	3%	0.7%	-5%
19	CCCCC(CC)C(=O)Nc1ccccc1C(=O)NC(C)C (configuration not stated)	-4%	-0.1%	-2%	-1.3%	3%
20	Cc1cc[n+](-c2[nH]c(=O)sc2/C=N/N=C(\[O-])CCn2c3ccccc3c3ccccc32)cc1	·	-0.1%	0%	7.3%	-2%
21	CCc1ccccc1NC(=O)CSc1nc2ccccc2n1CC(=O)N1CCCC1	-4%	-0.2%	8%	-2.2%	-8%
22	CC1CN(CCCOc2ccccc2-c2ccccc2)CC(C)O1 (configuration not stated)	-3%	-0.1%	0%	-1.0%	2%
23	COc1ccc(CNc2nc(NCc3ccc(OC)c(OC)c3)n(C(=O)c3cccs3)n2)cc1OC	-4%	0.6%	10%	-1.6%	0%
24	CCN(CC)C(=O)C(=O)N/N=C/c1ccc(Cl)cc1Cl	-6%	-0.3%	-14%	1.4%	-3%

no.	AID2073	UTI89 phage lysis	NTR1 ag	NTR1 ag cell count 20 µM	GPR55 antagonists
17	-8%	0.2%	-0.3	54	0%
18	1%	-0.5%	1.9	47	-4%
19	-8%	1.2%[50 µM]	4.0	60	4%
20	27%	·	0.4	52	10%
21	4%	0.5%	0.6	50	2%
22	-6%	0.5%	-0.4	62	13%
23	4%	-0.3%	2.0	45	6%
24	4%	0.3%	-0.3	90	-4%

More results follow:
no.	SMILES	Dengue-2 NS5 capping	GPR55 beta-arrestin	GPR35 antagonists	HIV fusion peptide	SIAH1 antagonists
25	COC(=O)c1[nH]c2cc(OC)ccc2c1NC(=O)CCN1CCN(Cc2ccc3c(c2)OCO3)CC1	0%	0.2%	-7%	-0.2%	1%
26	COC(=O)c1ccc(Oc2c(F)c(F)nc(N3CCOCC3)c2F)cc1	-5%	0.1%	20%	-2.1%	-10%
27	O=C(CSc1ccc(-c2ccccc2)nn1)NC1CCCCC1	-11%	0.0%	2%	2.4%	-2%
28	Cc1ccccc1NC(=O)COC(=O)C1C2CC3OC(=O)C1C3C2 (configuration not stated)	3%	1.3%	0%	-0.1%	6%
29	CCC(C)(C(=O)NC1CCCCC1)N(CC1CCCO1)C(=O)Cc1cccs1 (configuration not stated)	0%	-0.3%	9%	1.8%	-3%
30	Cc1ccc(C)c(Cn2nnc3c(=O)[nH]c(C4CCN(S(=O)(=O)c5ccc(S(=O)(=O)NC6CC6)cc5)CC4)nc32)c1	-6%	-0.1%	-14%	2.8%	7%
31	O=C(Nc1ccc(C(F)(F)F)cc1)c1cc(-c2cccnc2)nc2ccc(Br)cc12	-3%	0.2%	8%	-2.3%	11%
32	Cc1ccc(C(=O)Nc2cc(C)c(OCC(=O)N3CCOCC3)c(C)c2)cc1	-1%	-0.1%	-13%	0.1%	1%

no.	AID2073	UTI89 phage lysis	NTR1 ag	NTR1 ag cell count 20 µM	GPR55 antagonists
25	-8%	0.1%	6.6	83	16%
26	8%	-0.3%	1.8	50	-3%
27	-1%	0.3%	0.6	90	-9%
28	6%	-0.2%	-0.2	64	-2%
29	-5%	0.2%	2.1	68	10%
30	29%	-0.1%	7.0	61	2%
31	16%	1.2%	3.9	91	14%
32	-1%	1.3%	-2.1	67	10%

Remaining list, next part
no.	SMILES	Dengue-2 NS5 capping	GPR55 beta-arrestin	GPR35 antagonists	HIV fusion peptide	SIAH1 antagonists
33	CSCCC(NC(=O)c1cc(CC(C)C)oc1C)C(=O)O (configuration not stated)	5%	-0.3%	-6%	-0.4%	3%
34	Cc1cc(C)c(S(=O)(=O)O)c(C)n1	-2%	0.2%	-13%	1.1%	2%
35	CSc1nnc(N2C(=O)C(O)=C(C(=O)c3ccc(C)o3)C2c2ccc(C)cc2)s1 (configuration not stated)	-13%	0.0%	3%	61%	1%
36	CC12CC(O)C3c4ccc(O)cc4CCC3C1CC/C2=N\O (configuration not stated)	-2%	-0.2%	-12%	0.6%	5%
37	CCOc1ccc(C(C)C)cc1S(=O)(=O)N1CCOCC1	-6%	0.5%	3%	-0.2%	10%
38	CCOc1ccc(Nc2ncnc3c2nnn3Cc2ccccc2)cc1	-9%	-0.3%	-8%	-0.1%	0%
39	N#CC(C#N)=C(Nc1ccccc1)c1ccccc1	-7%	0.7%	-4%	0.1%	0%
40	COc1ccc(-c2cn[nH]c2N)cc1OC	6%	-0.1%	14%	-1.4%	0%
41	Cc1cc(C)n(CC(=O)N/N=C/c2ccco2)n1	-4%	0.2%	11%	-0.2%	0%

no.	AID2073	UTI89 phage lysis	NTR1 ag	NTR1 ag cell count 20 µM	GPR55 antagonists
33	-4%	2.2%	1.1	74	-2%
34	-7%	0.1%	1.9	70	-5%
35	11%	0.0%	1.3	64	6%
36	12%	0.7%[50 µM]	0.3	98	10%
37	4%	0.2%	0.8	91	6%
38	18%	-0.4%	1.5	60	-6%
39	27%	0.1%	0.7	78	2%
40	-15%	0.2%	-1.6	39	-15%
41	-2%	0.7%	-1.7	45	-10%
